FLuc inh counter: counter-screen for luciferase assay inhibitors: firefly luciferase inhibition; ATPLite firefly luciferase biochemical luminescence, 10 min; inhibition, % at 10 µM; 200,000 tested, 1.5% active; AID 1006;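 active = inhibition above about 50% when tested at 10 µM, limit read from the data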
Target sequence (P08659 whole entry, looked up): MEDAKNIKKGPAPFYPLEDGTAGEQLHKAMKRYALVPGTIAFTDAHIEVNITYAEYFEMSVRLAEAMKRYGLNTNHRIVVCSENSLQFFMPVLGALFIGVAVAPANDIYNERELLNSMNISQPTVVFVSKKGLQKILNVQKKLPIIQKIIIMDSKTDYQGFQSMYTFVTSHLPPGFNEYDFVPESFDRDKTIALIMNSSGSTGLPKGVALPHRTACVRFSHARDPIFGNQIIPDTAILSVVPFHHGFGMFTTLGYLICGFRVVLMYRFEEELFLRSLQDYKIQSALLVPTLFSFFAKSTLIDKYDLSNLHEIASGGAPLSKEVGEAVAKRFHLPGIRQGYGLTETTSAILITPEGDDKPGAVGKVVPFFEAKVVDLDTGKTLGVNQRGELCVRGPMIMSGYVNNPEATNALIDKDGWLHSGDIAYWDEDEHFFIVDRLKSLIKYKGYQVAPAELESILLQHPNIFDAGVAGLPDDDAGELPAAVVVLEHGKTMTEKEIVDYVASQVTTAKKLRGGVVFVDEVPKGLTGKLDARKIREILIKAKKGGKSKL
ROMK primary: modulators of human ROMK potassium channel; B-score at 10 µM; Tet-inducible ROMK, thallium flux fluorescence; actives lie on both sides; 130,000 tested, 2% active; AID 1918; P48048;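 active = signal ratio slope over the read window, or its plate-corrected B-score, at least 3 SD from the plate mean, either direction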;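 note: B-score of the F/F0 ratio slope over 7 to 12 s after thallium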
Target sequence (P48048 whole entry, looked up): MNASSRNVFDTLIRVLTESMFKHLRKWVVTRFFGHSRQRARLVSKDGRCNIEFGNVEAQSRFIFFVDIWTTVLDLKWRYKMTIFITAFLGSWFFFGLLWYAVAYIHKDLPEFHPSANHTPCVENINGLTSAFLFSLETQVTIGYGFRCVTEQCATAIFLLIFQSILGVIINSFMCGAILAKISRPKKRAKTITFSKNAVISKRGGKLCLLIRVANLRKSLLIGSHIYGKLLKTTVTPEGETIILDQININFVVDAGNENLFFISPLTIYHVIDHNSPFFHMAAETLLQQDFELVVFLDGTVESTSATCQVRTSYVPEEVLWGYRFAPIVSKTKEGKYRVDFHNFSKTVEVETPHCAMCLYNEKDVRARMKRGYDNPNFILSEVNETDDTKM
STAT3 activator: STAT3 signaling activation; U3A cells, IL-6 STAT3-luciferase reporter, luminescence; 100% = signal with IL-6 EC80 alone; activation (% of control), % at 5.6 µM; 190,000 tested, 0.91% active;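 active = activation above the screen-wide mean of compound activation plus 3 SD, cut at about 130% in these data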;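 note: 0% = background luminescence of wells with medium and substrate only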
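Material: STAT3-luciferase reporter U3A cells. Controls: IL-6-treated wells, 100% activation. Read-out: % activation versus median of IL-6-stimulated wells. Probe or stimulus: IL-6 stimulus at 33 ng/mL final. Timing: compound 1 h, then IL-6 6 h at 37 °C. Signal: reporter luminescence signal.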
NF-kB neuron act: raises NF-kB expression in human neuronal cells. NF-kB reporter expression; hits give high values. fold change at 12.5 µM. 190,000 tested, 1.6% active. AID 1239; in the data active = fold change above about 3.3
STAT3 blocker: STAT3 signaling inhibition | U3A cells, IL-6 STAT3-luciferase reporter, luminescence; host cell line lacks STAT1 | 190,000 tested, 0.89% active | inhibition, % at 5.5 µM;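 active = inhibition above the mean inhibition across all screened compounds plus 3 SD, cut at about 44% in these data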;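 note: 0% = DMSO only wells and 100% = 100 µM nifuroxazide control wells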
FLuc act counter: firefly luciferase counter-screen for stimulation assays. ATPlite luciferase biochemical, luminescence, 10 min; 0 = ATP-free wells, 1 = DMSO control. activation factor at 10 µM. 200,000 tested, under 10 active;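 active = luciferase activation factor, scaled between plate controls, of at least 2 with compound at 10 µM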
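assay system = Luciferase/luciferin detection reagent, cell-free biochemical luciferase assay | also added = ATP substrate | times = 10 min post-reagent at room temperature | measured by = luminescence from luciferase reaction | measure = luciferase activation, seen as luminescence increase over controls | benchmarks = low control with PBS replacing ATP, high control enzyme plus ATP without compound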
APP 5UTR inh: APP translation inhibition; SH-SY5Y APP 5'UTR-luciferase reporter, luminescence; inhibition, % at 2 µM; 190,000 tested, 0.82% active; AID 1285;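 active = inhibition above a set limit, derived from the sample mean plus 3 SD, cut at about 45% in these data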; note: values of inactives mirror those of a sister screen read the other way
STAT1 blocker: reduces IFN-gamma driven STAT1 reporter signal; NIH 3T3 STAT1-luciferase reporter, luminescence; inhibition, % at 5.5 µM; 200,000 tested, 0.35% active; AID 920;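 active = inhibition above a set limit, the mean inhibition across all tested compounds plus 3 SD, cut at about 34% in these data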;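 note: 0% = IFN-gamma with DMSO and 100% = IFN-gamma with 300 µM nifuroxazide; values of inactives mirror those of a sister screen read the other way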
STAT1 act: STAT1 signaling activation. NIH 3T3 STAT1-luciferase reporter, IFN-gamma, luminescence; 100% = IFN-gamma alone, no compound. activation (% of control), % at 5.5 µM. 200,000 tested, 2.6% active. AID 932;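 active = activation above the screen-wide mean activation plus 3 SD, cut at about 130% in these data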;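 note: raw ratio to IFN-gamma control signal so 100% means no change and 0% no light; values of inactives mirror those of a sister screen read the other way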
APP 5'UTR act: APP 5'UTR luciferase reporter activation | SH-SY5Y APP 5'UTR luciferase reporter, luminescence; zero percent = DMSO vehicle wells | activation, % at 2 µM | 190,000 tested, 1% active;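 active = activation above a set limit, based on mean plus 3 SD of controls, cut at about 140% in these data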; note: values of inactives mirror those of a sister screen read the other way
Starred values were filed as active, the others as inactive; x = not tested or not shown. An unsorted share of the library. Share with any hit: about 7.1%.

| molecule | NF-kB neuron act | ROMK primary | APP 5UTR inh | FLuc act counter | APP 5'UTR act | STAT3 activator | STAT1 act | STAT3 blocker | STAT1 blocker | FLuc inh counter |
| --- | --- | --- | --- | --- | --- | --- | --- | --- | --- | --- |
| O=C(c1cccnc1)n1nc(-c2ccco2)nc1NCc1cccs1 | 1.5 | -0.71 | -23 | 1 | 23 | 95 | 108 | 14 | -9 | 5 |
| Cn1c(=O)c2c(nc(CN3CCN(C(=O)c4ccco4)CC3)n2Cc2ccccc2)n(C)c1=O | 1.3 | 0.45 | -17 | 1 | 17 | 105 | 104 | -2 | -4 | -4 |
| CCOc1ccc(NC(=O)C2(c3ccc(OC)c(OC)c3)CCCC2)cc1 | 1.1 | x | 5 | 1 | -5 | 97 | 91 | -2 | 10 | -3 |
| Cc1nc(SCC(=O)NCCc2ccccc2)n[nH]1 | 0.89 | 0.23 | 3 | 1 | -3 | 104 | 100 | 0 | -1 | -1 |
| C(=N\N1CCN(Cc2ccccc2)CC1)/c1cccnc1 | 1.2 | x | 3 | 1 | -3 | 101 | 102 | -3 | -2 | -2 |
| O=C(CCc1ccccc1)Nc1nc2n(n1)C(c1ccccc1)CC(=O)N2 (configuration not stated) | 1.4 | 1.4 | 1 | 1 | -1 | 94 | 95 | 11 | 5 | -4 |
| N#CC1=C(N)Oc2n[nH]c(-c3cccs3)c2C1c1cccs1 (configuration not stated) | 0.84 | -0.0052 | 2 | 1 | -2 | 176* | 78 | -89 | 24 | -3 |
| O=C(NCc1ccc(Cl)cc1)C(=O)Nc1nccs1 | 0.97 | 0.025 | 2 | 1 | -1 | 98 | 100 | 10 | -1 | -5 |

The closing 7 entries of the section above are carried over, then new ones follow.
| molecule | NF-kB neuron act | ROMK primary | APP 5UTR inh | FLuc act counter | APP 5'UTR act | STAT3 activator | STAT1 act | STAT3 blocker | STAT1 blocker | FLuc inh counter |
| --- | --- | --- | --- | --- | --- | --- | --- | --- | --- | --- |
| Cn1c(=O)c2c(nc(CN3CCN(C(=O)c4ccco4)CC3)n2Cc2ccccc2)n(C)c1=O | 1.3 | 0.45 | -17 | 1 | 17 | 105 | 104 | -2 | -4 | -4 |
| CCOc1ccc(NC(=O)C2(c3ccc(OC)c(OC)c3)CCCC2)cc1 | 1.1 | x | 5 | 1 | -5 | 97 | 91 | -2 | 10 | -3 |
| Cc1nc(SCC(=O)NCCc2ccccc2)n[nH]1 | 0.89 | 0.23 | 3 | 1 | -3 | 104 | 100 | 0 | -1 | -1 |
| C(=N\N1CCN(Cc2ccccc2)CC1)/c1cccnc1 | 1.2 | x | 3 | 1 | -3 | 101 | 102 | -3 | -2 | -2 |
| O=C(CCc1ccccc1)Nc1nc2n(n1)C(c1ccccc1)CC(=O)N2 (configuration not stated) | 1.4 | 1.4 | 1 | 1 | -1 | 94 | 95 | 11 | 5 | -4 |
| N#CC1=C(N)Oc2n[nH]c(-c3cccs3)c2C1c1cccs1 (configuration not stated) | 0.84 | -0.0052 | 2 | 1 | -2 | 176* | 78 | -89 | 24 | -3 |
| O=C(NCc1ccc(Cl)cc1)C(=O)Nc1nccs1 | 0.97 | 0.025 | 2 | 1 | -1 | 98 | 100 | 10 | -1 | -5 |
| c1ccc(Cn2nnc3c(N4CCCC4)ncnc32)cc1 | 0.97 | -0.36 | -6 | 1 | 6 | 102 | 90 | 2 | 11 | 0 |
| Nc1ccc(CCc2nc3ccccc3o2)cc1 | 3 | x | -163 | 0.5 | 163* | 89 | 138* | 16 | -42 | 48 |
| COc1ccccc1N1CCN(C(=O)CC2NC3CCCCC3NC2=O)CC1 (configuration not stated) | 0.97 | x | -11 | 1.1 | 11 | 93 | 98 | 12 | 2 | -7 |
| c1csc(C2C3=C(Nc4ncnn42)c2ccccc2OC3)c1 (configuration not stated) | 0.77 | x | 14 | 1.1 | -14 | 123 | 93 | -24 | 8 | -11 |
| C/C(=N\NC(=O)c1c(Cl)cnn1C)c1ccc(NC(=O)c2ccncc2)cc1 | 0.74 | -0.15 | -8 | 1.1 | 8 | 87 | 104 | 13 | -5 | -9 |
| Cc1ccc(S(=O)(=O)N2CCN(C(C)C(=O)N3CCCc4ccccc43)CC2)cc1 (configuration not stated) | 0.9 | x | 5 | 1.1 | -5 | 114 | 99 | -14 | 1 | -6 |
| COc1ccc(CCC(=O)OCC(=O)c2cccc(OC)c2)cc1 | 1 | -0.19 | -2 | 1 | 2 | 101 | 103 | 3 | -6 | -2 |
| Cc1cc(C)nc(SCc2ccccc2C#N)n1 | 1 | -0.056 | 2 | 1.1 | -2 | 97 | 93 | 6 | 8 | -7 |
| CNC(=S)NN(c1ccccc1)c1ccccc1 | 1.1 | x | -4 | 1.1 | 4 | 106 | 102 | -4 | -2 | -7 |
| CCCCCCOC(=O)C(C#N)c1nc2ccccc2nc1N1CCN(C)CC1 (configuration not stated) | 0.75 | x | -8 | 1 | 8 | 108 | 103 | -4 | -3 | 1 |
| COC(=O)C1=CN(C(C)C)C=C(C(=O)OC)C1c1cc2c(cc1Br)OCO2 | 0.83 | -0.43 | 12 | 1 | -12 | 100 | 103 | 5 | -4 | -3 |
| C=CCN(C(=O)c1cccc(S(=O)(=O)N2CCN(C)CC2)c1)c1nc(-c2ccccc2)cs1 | 1.2 | 0.73 | 23 | 1.1 | -23 | 102 | 96 | -4 | 4 | -10 |
| O=C(c1ccccc1F)N1CCN(c2cnn(-c3cccc(Cl)c3)c(=O)c2Cl)CC1 | 1.1 | 0.41 | -11 | 1 | 11 | 102 | 102 | 3 | -5 | -2 |
| Cc1occc1-c1nnc(SCC(=O)Nc2nc(C(C)(C)C)cs2)o1 | 1.4 | 1.1 | -6 | 1 | 6 | 71 | 90 | 38 | 11 | -1 |
| CC(=O)Nc1ccc(CN2CCCC(C(=O)c3ccc(C(F)(F)F)cc3)C2)cc1 (configuration not stated) | 1.1 | 0.65 | 4 | 1.1 | -4 | 106 | 94 | 5 | 6 | -6 |
| CN(C)CCOC(c1ccc(Cl)cc1)c1ccccn1 (configuration not stated) | 1.6 | -0.12 | -5 | 1 | 5 | 102 | 96 | -1 | 3 | 0 |
| Cc1cc(C2(c3ccc(O)c(C)c3)OC(=O)c3ccccc32)ccc1O | 1.2 | -1.2 | -18 | 1 | 18 | 118 | 104 | -10 | -4 | -4 |
| CCc1nc2c(sc3nc4c(cc32)COC(C)(C)C4)c(=O)n1Cc1ccco1 | 0.93 | -0.95 | -12 | 1 | 12 | 76 | 80 | 31 | 19 | -2 |
| COc1cc(NC(=O)C2=C(N3CCOCC3)/C(=C\c3ccc(N(C)C)cc3)CCC2)cc(OC)c1OC | 1.6 | -0.46 | 18 | 1.1 | -18 | 99 | 98 | 1 | 3 | -7 |
| CCCN(CCC)CCCOC(=O)c1ccc(Cl)cc1Cl | 1.1 | -0.83 | 13 | 1 | -13 | 104 | 105 | 2 | -5 | -1 |
| Cc1cc(NC(=O)c2ccc(NC(=O)C3CC3)cc2)no1 | 1.7 | -0.45 | 1 | 0.9 | -1 | 107 | 120 | -4 | -25 | 12 |
| O=C(c1cc2cc(Br)ccc2o1)N1CCCC1 | 0.94 | 0.039 | -39 | 0.9 | 39 | 87 | 108 | 23 | -10 | 14 |
| Cn1c(=O)n(Cc2ccccc2)c(=O)c2c1nc1n2CCN1Cc1ccco1 | 1.1 | 0.52 | 11 | 1 | -11 | 103 | 97 | 5 | 1 | -4 |
| Cc1ccc2cc(CN(C(=O)c3cccnc3)C(C)C)c(=O)[nH]c2c1 | 0.93 | -0.43 | -10 | 1 | 10 | 120 | 99 | -22 | 2 | -3 |
| O=S(=O)(Nc1ncccn1)c1ccc(NC(=S)NCCc2ccc(Cl)cc2)cc1 | 0.96 | -0.48 | 13 | 1 | -13 | 94 | 101 | 12 | -3 | -1 |
| Cc1ccc(-n2c(C)cc(C(=S)N3CCOCC3)c2C)cc1C | 1.2 | x | -3 | 1.1 | 3 | 102 | 94 | 5 | 6 | -7 |
| Cc1ccc2[nH]c(CCN(C)C)c(CC#N)c2c1 | 1.2 | -0.89 | -5 | 1 | 5 | 99 | 97 | 4 | 3 | -3 |
| Cc1cccc(N2C(=O)SC(N(CC(=O)O)c3cccc(C)c3)C2=O)c1 (configuration not stated) | 1.1 | x | x | 1 | x | 100 | 104 | 8 | -4 | -4 |
| O=C(Cn1cccc1C(=O)c1ccccc1)NCCN1CCCCCC1 | 0.97 | -0.62 | 15 | 1.1 | -15 | 105 | 101 | -1 | -1 | -6 |
| CC1(c2ccc(OCC#N)cc2)C=C(c2ccc(OCC#N)cc2)n2nc(C(F)(F)F)nc2N1 (configuration not stated) | 0.71 | x | 24 | 1 | -24 | 110 | 95 | -12 | 5 | 0 |
| CCOC(=O)c1c(NC(=O)C(C)Sc2cccc[n+]2[O-])sc2c1CCN(Cc1ccccc1)C2 (configuration not stated) | 0.69 | x | 2 | 1.1 | -2 | 104 | 101 | -4 | -1 | -7 |
| Cc1ccc(NC(C(N)=O)c2c(C)[nH]c(=O)[nH]c2=O)cc1 (configuration not stated) | 0.8 | x | -9 | 1.1 | 9 | 101 | 96 | 0 | 5 | -6 |
| CC(C)c1ccc(CNCc2ccccc2)cc1 | 0.27 | x | -18 | 1.1 | 18 | 107 | 108 | -3 | -9 | -7 |
| CCCCC(CC)CNS(=O)(=O)c1ccc2c(c1)CCN2C(=O)CCC(=O)O (configuration not stated) | 1.2 | 1.1 | -9 | 1.1 | 9 | 100 | 96 | 2 | 5 | -10 |
| Cc1ccsc1C(=O)C1CCCN(Cc2cccn2-c2ccc(Cl)cn2)C1 (configuration not stated) | 0.62 | -1.3 | 14 | 1.1 | -14 | 103 | 87 | 1 | 13 | -8 |
| CC(Sc1ccccc1)C(=O)NN=C1CCCCCC1 (configuration not stated) | 1.1 | -0.73 | -9 | 1 | 9 | 104 | 102 | 5 | -2 | -4 |
| COc1cccc(CNC(=O)CSCc2cnn(-c3ccccc3)c2-n2cccc2)c1 | 0.84 | -1.6 | -2 | 1.1 | 2 | 107 | 98 | -2 | 2 | -7 |
| CCOc1ccc(NC(=O)CCC(=O)N/N=C/c2ccc3c(c2)OCO3)cc1 | 1.2 | 0.54 | -7 | 1 | 7 | 96 | 114 | 11 | -18 | -4 |
| OCCC1CN(Cc2ccc3cc(Cl)ccc3n2)CCN1Cc1ccsc1 (configuration not stated) | 1 | -0.21 | -6 | 1.1 | 6 | 104 | 97 | 1 | 1 | -8 |
| CCn1nc(C(=O)NNC(=O)COc2ccc(OC)cc2)c2ccccc2c1=O | 1.1 | 0.37 | -4 | 1 | 4 | 94 | 104 | 8 | -5 | -4 |
| CCCn1nnnc1NC(=O)COc1ccc(Cl)c(C)c1 | 1.2 | 0.0012 | 4 | 0.9 | -5 | 98 | 95 | 0 | 5 | 7 |
| O=S(=O)(Nc1ccc(Cc2ccncc2)cc1)c1ccc(Cl)cc1 | 0.94 | -0.052 | 1 | 1.1 | -1 | 94 | 93 | 11 | 7 | -6 |
| N#Cc1c(SCc2ccccc2)sc(C(=O)c2ccccc2)c1N | 1.1 | x | -3 | 1 | 3 | 104 | 100 | -3 | 0 | -4 |
| COc1ccc(NC2CC(=O)N(CCc3ccccc3)C2=O)cc1 (configuration not stated) | 1.5 | x | -46 | 1.1 | 46 | 102 | 98 | -1 | 2 | -6 |

Assay outcomes from PubChem BioAssay.
